BLM inh – Bloom syndrome helicase (human) inhibition; P54132; recombinant BLM DNA unwinding, fluorescence dequenching; Potency, µM (top dose mostly 56.1 µM), without a hit: at the highest dose activity change, negative = inhibition, most hits filed as inhibitors; hit rate 0.2% among 350,000;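 further: plate controls were vehicle for no effect and no enzyme for full effect; nearly all actives have a fitted effect of over 35% in size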
POLH inh – inhibitors of human DNA polymerase eta | Potency, µM (highest dose often 114 µM), for the others: at the highest dose activity change, negative = inhibition, actives largely listed as inhibitors | hit rate 1.2% among 390,000 | recombinant Pol eta, fluorescent DNA replication assay | Q9Y253; further: on the % scale 0 is the no-effect control and ±100 the full control effect
Target sequence (Q9Y253 whole entry, looked up): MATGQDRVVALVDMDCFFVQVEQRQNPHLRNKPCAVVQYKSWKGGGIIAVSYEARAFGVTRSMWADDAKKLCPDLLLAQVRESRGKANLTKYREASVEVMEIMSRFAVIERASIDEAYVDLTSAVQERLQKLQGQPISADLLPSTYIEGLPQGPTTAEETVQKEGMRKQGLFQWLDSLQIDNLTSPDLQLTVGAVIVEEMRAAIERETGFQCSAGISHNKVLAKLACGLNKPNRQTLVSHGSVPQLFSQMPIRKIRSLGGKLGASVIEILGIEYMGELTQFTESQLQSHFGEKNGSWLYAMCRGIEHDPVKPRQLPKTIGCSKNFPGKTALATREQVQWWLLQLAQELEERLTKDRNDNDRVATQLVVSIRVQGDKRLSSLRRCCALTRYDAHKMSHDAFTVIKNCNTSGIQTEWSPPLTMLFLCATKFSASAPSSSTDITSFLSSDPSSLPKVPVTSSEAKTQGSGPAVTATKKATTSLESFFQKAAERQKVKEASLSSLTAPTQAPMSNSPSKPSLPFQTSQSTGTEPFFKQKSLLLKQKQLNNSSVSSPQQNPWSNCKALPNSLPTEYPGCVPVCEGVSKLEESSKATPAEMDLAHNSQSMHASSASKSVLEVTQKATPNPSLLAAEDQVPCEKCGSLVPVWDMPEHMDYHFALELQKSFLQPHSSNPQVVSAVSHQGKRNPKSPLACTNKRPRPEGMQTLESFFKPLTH
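Fluorescent replication assay: 50 nM final substrate added after a 15 min room-temperature compound preincubation with 10 nM enzyme. Signal taken at 0 min and again at 10 min.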
APEX1 inh – inhibitors of human APE1 endonuclease | recombinant APE1, TAMRA/BHQ-2 abasic DNA cleavage fluorescence | Potency, µM (titrated, usually from 65.8 µM), for inactives: top-dose activity change, negative = inhibition, hits mostly inhibitors | P27695 | hit rate 0.35% among 350,000;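 further: plate controls were vehicle for no effect and reference inhibitor for full effect; nearly all actives have a fitted effect of over 55% in size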
Target sequence (P27695 whole entry, looked up): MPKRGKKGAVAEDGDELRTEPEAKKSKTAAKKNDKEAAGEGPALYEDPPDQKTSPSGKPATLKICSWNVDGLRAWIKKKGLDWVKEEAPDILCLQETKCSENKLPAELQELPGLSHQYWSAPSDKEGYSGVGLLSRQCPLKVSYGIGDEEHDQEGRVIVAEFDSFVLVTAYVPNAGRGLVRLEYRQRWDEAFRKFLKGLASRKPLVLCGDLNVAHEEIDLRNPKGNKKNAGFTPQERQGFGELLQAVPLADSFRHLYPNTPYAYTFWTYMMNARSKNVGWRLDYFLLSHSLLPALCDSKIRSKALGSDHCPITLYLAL
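Compound pre-exposure to 0.75 nM APE1, 15 min at ambient temperature. Reaction initiated with 50 nM TAMRA/BHQ-2 THF substrate, read immediately in kinetic mode, 525 nm excitation, 598 nm emission.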
POLK inh – DNA polymerase kappa (human) inhibition; Q9UBT6; purified Pol kappa, fluorescent DNA synthesis assay, 10 min; Potency, µM (doses to about 107 µM), for inactives: top-dose activity, negative = inhibition, most hits filed as inhibitors; hit rate 0.53% among 400,000; AID 588579; further: on the % scale 0 is the no-effect control and ±100 the full control effect
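10 nM Pol kappa was preincubated with compounds for 15 min at room temperature. Reaction started with 50 nM (final) substrate. Fluorescence read kinetically at 0 and 10 min.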
Pol iota inh – blocks human DNA polymerase iota activity; Q9UNA4; Pol iota fluorescent replication assay, 10 min; Potency, µM (doses to about 115 µM), for the others: at the top dose activity, negative = inhibition, hits mostly inhibitors; hit rate 1% among 390,000; AID 588590
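Fluorescent replication assay read twice, at 0 min and 10 min after adding 50 nM (final) substrate. Enzyme (10 nM) and compounds were first incubated 15 min at room temperature; enzyme-free buffer wells were negative controls.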
BAZ2B block – BAZ2B (human) inhibition; Q9UIF8; Potency, µM (titrated, usually from 114 µM), for the others: top-dose activity change, negative = inhibition, actives largely listed as inhibitors; hit rate 4.4% among 360,000; AlphaScreen BAZ2B-H3K14Ac peptide displacement; further: on the % scale 0 is the no-effect control and ±100 the full control effect; nearly all actives have a fitted effect of over 60% in size
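Complex of BAZ2B and biotin-H3K14Ac (50 nM apiece) forms over 30 min at RT, then faces library compounds up to 110 uM for another 30 min; AlphaScreen beads added, 20 min dark incubation, luminescence read.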
Anesthetic bind – binds horse apoferritin like a general anesthetic; P02791; apoferritin/1-aminoanthracene competitive binding, fluorescence; Potency, µM (top dose mostly 77.5 µM), without a hit: at the top dose activity change, negative = displacement, most hits filed as inhibitors; hit rate 0.074% among 350,000; AID 485281; further: on the % scale 0 is the no-effect control and ±100 the full control effect; nearly all actives have a fitted effect of over 20% in size
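Concentration-response curves derived by four-parameter Hill fitting of normalized fluorescence, where compounds displaced 1-AMA from 10 uM horse apoferritin following a brief 10 min room-temperature incubation; propofol titration acted as positive control.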
G9a block – inhibitors of human histone lysine methyltransferase G9a; G9a H3K9 monomethylation, AlphaScreen, 2 h; Potency, µM (highest dose often 102 µM), inactives show at the top dose activity, negative = inhibition, usual class: inhibitors; hit rate 8.8% among 350,000; further: on the % scale 0 is the no-effect control and ±100 the full control effect; nearly all actives have a fitted effect of over 75% in size
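AlphaScreen read-out: biotin-H3K9 peptide (500 nM) methylation by 20 nM enzyme with 20 uM SAM, 2 h at room temperature after 15 min compound preincubation; anti-monomethyl H3K9 antibody plus donor/acceptor beads, 10 min dark.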
Pol beta inh – DNA polymerase beta (human) inhibition; Pol beta primer extension/strand displacement, fluorescence kinetic; P06746; Potency, µM (doses to about 114 µM), for inactives: at the highest dose activity change, negative = inhibition, actives largely listed as inhibitors; AID 485314; hit rate 1.3% among 340,000; further: on the % scale 0 is the no-effect control and ±100 the full control effect
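10 nM enzyme + cpd, 15 min RT; start with substrate 50 nM final; read 0 min and after 10 min RT. Corrected, normalized data; 4-parameter Hill curve fit.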
The depositor's hits bear a star; u = inconclusive; x = no result given; & = joins results of further samples; [ ] = dose if it differs, or a comment. The call rests on the fitted dose curve; in most records, active means well fitted curve in the direction sought with a large enough effect; inconclusive means small, poorly fitted or top-dose-only effect, or another doubt; inactive means no such curve, though single readings can be large; an effect the other way counts as inactive or inconclusive. Potency means the concentration at half of the fitted maximal effect. A portion of the library. The share of hits here may be higher or lower than overall.

SMILES	BLM inh	POLH inh	APEX1 inh	POLK inh	Pol iota inh	BAZ2B block	Anesthetic bind	G9a block	Pol beta inh
Cc1ccc(S(=O)(=O)N2CCCCC2)cc1NC(=O)COC(=O)Cc1ccc(Cl)cc1	-10%	-7%	5%	-13%	52%[activator]	22%	83%[activator]	21%[59 µM]	30%
OC(CNCC1COc2ccccc2O1)COCc1cccs1 (stereo not drawn)	3%	6%	15%	6%	u	89µM*	-13%	8.9µM*	1%
O=C(NCCN1C(=O)S/C(=C\c2ccccc2Cl)C1=O)C1=COCCO1	x	-10%	-4%	-12%	-9%	8%	x	u	x
COc1ccc(/C=C2/SC(=S)N(Cc3ccccc3)C2=O)cc1O	-12%	-2%	-2%	-7%	-23%	-7%	-15%	22%	5%
Cc1cc(C)c(S(=O)(=O)N2CCCCC2)c(C)c1N(C)S(=O)(=O)c1ccccc1	-8%	-15%	-5%	-6%	21%	12%[57.1 µM]	-13%	53%[activator]	2%
COc1ccc(-c2cc3nc(C)c(CCC(=O)Nc4ccccc4C(C)=O)c(C)n3n2)c(OC)c1	-4%	-21%	x	1%	27%	-3%	-5%	-7%[59 µM]	13%
C=CCOc1ccc(CNc2nccs2)cc1	3%	-21%	-1%	-6%	6%	5%	10%	-11%[59 µM]	2%
Cc1ccc(NC(=O)c2ccc(Cn3cc(Cl)cn3)o2)c(C)c1	-7%	x	8%	x	x	-6%	-9%	x	4%
Cc1cc(Br)ccc1NC(=O)C(C)c1ccc([N+](=O)[O-])cc1 (stereo not drawn)	-5%	-5%	-5%	-5%	-12%	7%	-14%	13%[59 µM]	4%
CC(C)(C)OC(=O)C[C@H]1C/C=C\C[C@H](CC(=O)N[C@H](CO)Cc2ccccc2)C(=O)N[C@@H](Cc2ccccc2)COC1=O	x	-3%	9%	-5%	-19%	x	x	x	x
Cc1cc(C)cc(-n2c(=O)c3sccc3n(CC(=O)NCc3ccco3)c2=O)c1	-7%	-1%	-12%	1%	-17%	-37%	-18%	-24%	u
Cn1nnnc1Sc1ncnc2scc(-c3cc4ccccc4o3)c12	x	-17%	-8%	6%	u	-4%	x	13%[0.501 µM]	x
COc1ccc(N2CCN(C(=O)c3ccc4c(c3)CCN4S(=O)(=O)c3ccccc3)CC2)cc1	-4%&-6%	-15%&-21%	9%	-8%&-14%	-2%&16%	20µM*	13%&101%	28µM*	2%&-27%
CCOC(=O)c1c(-c2ccc(OC)cc2)csc1NC(=O)COc1ccc2c(C)cc(=O)oc2c1	6%	-18%	u	-11%	5%	13%	11%	-1%[59 µM]	2%
CCCC(=O)OCC(=O)NCc1ccc(Cl)cc1	-1%	-21%	1%	-4%	95%[activator]	2%	-2%	23%	-2%
COc1ccc(NC(=O)C2CC(=O)n3cnnc3S2)cc1 (stereo not drawn)	1%	-1%	1%	-8%	1%	-34%	-12%	u	23%
O=C(O)c1ccc2c(c1)N(Cc1cccc(F)c1)C(=O)CS2	3%	-11%	-4%	-16%	10%	10%	-3%	u	-6%
C[C@H]1NC(=O)NC1=O	-5%&1%[21.4 µM]	x	0%&7%[21 µM]	-5%&-4%[12 µM]	x	x	-1%&4%[29.3 µM]	21%&18%[21.5 µM]	x
S=C(NCc1ccccc1)N1CCCCC1	-1%	-7%	-3%	1%	-10%	0%	-16%	-20%	20%
CCC(C)NC(=O)c1cnn2c1NC(c1ccc3c(c1)OCO3)CC2C(F)(F)F (stereo not drawn)	-1%	-17%	0%	-9%	-1%	9%	-14%	-9%	13%
CCOc1cc(-c2ccc(OC(=O)c3ccc(C)cc3)c(OC)c2)cc(=O)c2c(C)oc(C)c12	-10%	-8%	x	-14%	-18%	40µM*	69%[activator]	u	4%
Cc1ccc2[nH]c(=O)c(CN(CC3CCCO3)C(=O)c3ccncc3)cc2c1 (stereo not drawn)	-6%	-5%	0%	-7%	7%	7%	-6%	6%[12.7 µM]	7%
O=C(Nc1ccc2oc(-c3ccccc3)nc2c1)c1ccc2c(c1)OCCO2	-1%	-14%	-8%	-16%	-8%	-9%	-9%	u	35%
O=C(Nc1ccc(NC(=O)C2CC2)nc1)c1ccccc1F	1%	-18%	10%	-1%	24%	-18%	-9%	20%	27%
COCCCNC(=S)NC(=O)c1ccc(C)cc1	2%	-10%	u	3%	18%	-5%	-6%	16%	23%
CC(=O)OCCC(NS(=O)(=O)OCC(Cl)(Cl)Cl)c1ccccc1 (stereo not drawn)	-3%	-11%	-1%	-16%	27%	2%	-10%	-25%	1%
COc1ccc2ccccc2c1CNc1nnnn1C	1%	-1%	2%	-21%	114%[activator]	-10%	0%	x	20%
O=C1COc2ccc(C(=O)CSc3nnc(Cc4ccccc4)o3)cc2N1	x	-14%	2%	-7%	24%	9%	x	-6%[59 µM]	x
Cn1c(=O)[nH]c(=O)c2c1nc(NCCO)n2CCOc1ccccc1	-1%	-7%	28%	21%	-3%	6%	0%	57%[activator]	1%
O=C(NCCSc1ncc(-c2ccc(F)cc2)[nH]1)c1ccc2c(c1)OCO2	x	-17%	39%	1%	21%	u	x	u	x
N#CCC(=O)Nc1ccc(C(=O)OCC(=O)NC2CCCc3ccccc32)cc1 (stereo not drawn)	x	40µM*	-2%	-38%	u	x	x	x	x
O=C(NCCc1ccccc1)C(=O)NCC1OCCN1S(=O)(=O)c1cccs1 (stereo not drawn)	-4%	-17%	9%	-3%	10%	-4%	-21%	25%	-28%
Cc1nn(-c2cccc(Cl)c2)nc1C(=O)O	-1%	-13%	1%	-12%	-4%	-22%	-2%	-4%	-2%
Cc1ccc(O)c(-c2cc(C(=O)Nc3ccc(S(=O)(=O)N4CC(C)OC(C)C4)cc3)[nH]n2)c1 (stereo not drawn)	-12%	-3%	u	-9%	-6%	9%	0%	-8%[59 µM]	-6%
CN(C)C1(CNCC(O)c2ccccc2)CCCCC1 (stereo not drawn)	-1%	7%	22%	4%[60.1 µM]	8%	71µM*	-6%	20µM*	2%
COC(=O)c1ccc(N)c(CS(=O)(=O)c2ccc(Cl)cc2)c1	-1%	-23%	-7%	-3%	0%	7%	1%	8%	1%

The list goes on, starting with the last 2 of the part before.
SMILES	BLM inh	POLH inh	APEX1 inh	POLK inh	Pol iota inh	BAZ2B block	Anesthetic bind	G9a block	Pol beta inh
CN(C)C1(CNCC(O)c2ccccc2)CCCCC1 (stereo not drawn)	-1%	7%	22%	4%[60.1 µM]	8%	71µM*	-6%	20µM*	2%
COC(=O)c1ccc(N)c(CS(=O)(=O)c2ccc(Cl)cc2)c1	-1%	-23%	-7%	-3%	0%	7%	1%	8%	1%
CCOc1ccc(N2CC(C(=O)NCc3ccc(F)cc3)CC2=O)cc1 (stereo not drawn)	0%	7%	-5%	-6%	20%	12%	-6%	5%[12.7 µM]	2%
COc1ccc(C(=O)c2cn[nH]c2-c2ccc(C)cc2O)cc1	-7%	-2%	12%	-4%	13%	0%	-11%	-11%	24%
CC(NC(=O)C1CCC1)c1ccc2c(c1)OCO2 (stereo not drawn)	2%	-13%	-1%	-8%	-4%[58.9 µM]	10%	-6%	16%[12.7 µM]	2%
COc1ccc2c(c1)Cc1sc(NC(=O)c3ccccc3C)nc1-2	-13%	x	x	-10%	3.5µM*	-9%	-10%	u	12%
COc1cc(Sc2ccc(C)cc2)c(OC)cc1N	-3%	-13%	-7%	-8%	-6%	14µM*	u	3.5µM*	15%
O=C1CN(C(=O)COC(=O)c2ccc([N+](=O)[O-])s2)c2ccccc2N1	x	22µM*	u	-11%	u	x	x	x	x
Cc1c(N/C(=N/S(=O)(=O)c2ccc(F)cc2)c2ccccc2)c(=O)n(-c2ccccc2)n1C	-1%	-9%	5%	8%	-1%	0%	-6%	x	68%
CC(C)=CCC/C(C)=C/C(=O)O	-1%	-15%	-1%	14%	39%[activator]	3%	-2%	-3%[59 µM]	34%
CCOC(=O)c1[nH]c2ccc(OC)cc2c1NC(=O)c1nonc1C	-3%	-2%	2%	-4%	17%	2%	-7%	-6%	6%
Cc1nnc(SCC(=O)N(C)C2CCS(=O)(=O)C2)n1Cc1ccccc1 (stereo not drawn)	0%	-21%	-2%	3%	186%[activator]	-16%	-4%	u	7%
CN1CCN(NC(=O)c2ccc(Cl)cc2Cl)CC1	-2%	-6%	4%	-18%	26%	28%	6%	30%[59 µM]	29%
Cc1ccc(C(=O)Nc2cccc(C(F)(F)F)c2)cc1NC(=O)c1[nH]cnc1C(N)=O	x	-4%	4%	-11%	0%	x	x	x	x
CCOC(=O)C(C)Oc1ncnc2cccc(F)c12 (stereo not drawn)	-2%	0%	11%	4%	30%[activator]	-1%	3%	35%	0%
COc1ccc(CCNC(=O)C2CC(=O)N(c3ccc(C)cc3)C2)cc1OC (stereo not drawn)	-2%	-10%	29%[12.4 µM]	6%	5%	-1%	5%	-2%[59 µM]	-6%
CN1CCN(C2CCN(Cc3ccc(O)c4ncccc34)CC2)CC1	x	-15%	7%&6%	-3%	-1%	8.9µM*	x	-43%[2.33 µM]	x
CNC(=O)c1ccsc1NC(=O)C1CCN(S(=O)(=O)c2cccs2)CC1	x	-1%	-5%	8%	-15%	9%	x	-29%	x
CC(CC(=O)NCC1CCCO1)c1ccccc1 (stereo not drawn)	2%	13%	1%	0%[60.1 µM]	8%	10%	-6%	-2%[59 µM]	1%
COc1ccc(NC(=O)Nc2ncn(Cc3cccc(C(F)(F)F)c3)n2)cc1OC	-5%	-17%	-4%	-7%	11%	u	u	-4%[59 µM]	-20%
COc1ccc(CN(Cc2cccnc2)C(=S)NCCc2ccccc2)cc1OC	-6%	-5%	8%	2%	9%	u	-2%	-28%[2.33 µM]	-22%
CCCNC(=S)N1CCN(CC)CC1	2%	-5%	13%	-9%	17%	50µM*	4%	10µM*	0%

Some entries already given with just BAZ2B block.
Structure	BAZ2B block
CCOC(=O)C(C)Oc1ncnc2cccc(F)c12 (stereo not drawn)	-1%
COc1ccc(CCNC(=O)C2CC(=O)N(c3ccc(C)cc3)C2)cc1OC (stereo not drawn)	-1%
CN1CCN(C2CCN(Cc3ccc(O)c4ncccc34)CC2)CC1	8.9µM*

Compound activity as filed in PubChem.
